PI4K2A inh – inhibitors of human PI4K2A. purified PI4K2A, ADP-Glo luminescence, 1 h; hits give low values. activity change, negative = inhibition, % at 76.9 µM. hit rate 0.13% among 420,000. AID 1346378; in the data active means activity change below about -50%; inconclusive means mostly about -30% to -49%;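 further: -100% = wells without enzyme as full effect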
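ADP-Glo luminescence measured ADP generated by PI4K2A enzyme (4 ug/mL before mixing) with 1.2 mM PI substrate (pre-mix) and 300 microM ATP (pre-mix). Tris pH7.5 buffer with MgCl2, Triton X-100; 1 h reaction at ambient temperature.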
mIDH1 inhibitor – blocks human mutant IDH1 R132H enzyme; hit rate 0.093% among 390,000; IDH1-R132H enzyme, NADPH consumption, diaphorase/resazurin fluorescence; O75874; AID 602179; Potency, µM (top dose mostly 76.6 µM), without a hit: at the top dose activity change, negative = inhibition, hits mostly inhibitors; further: potency means the concentration at half of the fitted maximal effect; on the % scale 0 is the no-effect control and ±100 the full control effect; nearly all actives have a fitted effect of over 65% in size
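IDH1-R132H (0.5 ug/mL dispensed) in pH 7.5 Tris buffer was preincubated 30 min with compound, then given a substrate mix of 0.016 mM NADPH and 2 mM alpha-KG for 80 min at room temperature; remaining NADPH was read by diaphorase/resazurin fluorescence.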
TrxR1 substrate – substrates of rat thioredoxin reductase 1; O89049; purified TrxR1 substrate turnover, NADPH consumption readout; Potency, µM (series often up to 114 µM), for the others: top-dose activity change, negative = substrate turnover; hit rate 0.01% among 390,000; further: potency means the concentration at half of the fitted maximal effect; on the % scale 0 is the no-effect control and ±100 the full control effect; nearly all actives have a fitted effect of over 50% in size
Target sequence (O89049 whole entry, looked up): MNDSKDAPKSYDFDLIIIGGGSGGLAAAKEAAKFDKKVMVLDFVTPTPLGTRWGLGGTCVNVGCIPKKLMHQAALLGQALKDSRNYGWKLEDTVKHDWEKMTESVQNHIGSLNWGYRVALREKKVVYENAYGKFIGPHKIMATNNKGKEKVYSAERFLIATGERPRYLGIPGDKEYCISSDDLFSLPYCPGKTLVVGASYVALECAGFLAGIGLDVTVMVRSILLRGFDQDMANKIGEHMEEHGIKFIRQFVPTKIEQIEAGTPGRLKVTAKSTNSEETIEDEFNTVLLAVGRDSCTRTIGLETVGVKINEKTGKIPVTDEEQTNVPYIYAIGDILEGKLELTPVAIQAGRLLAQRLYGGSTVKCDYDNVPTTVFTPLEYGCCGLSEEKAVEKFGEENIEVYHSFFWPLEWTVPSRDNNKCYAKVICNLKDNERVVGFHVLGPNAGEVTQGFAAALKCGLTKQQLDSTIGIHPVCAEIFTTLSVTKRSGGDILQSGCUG
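Rat TrxR1, dispensed at 90 nM, was prereduced with 400 uM NADPH (final) for 5 min at ~22 deg C, then incubated with compound 15 min before 400 uM selenite. A first-read NADPH fluorescence drop versus no-compound background flagged substrates.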
USP1 inh – inhibitors of human USP1/UAF1 deubiquitinase | O94782 | recombinant USP1/UAF1, Ub-Rhodamine cleavage fluorescence | Potency, µM (series often up to 57.1 µM), inactives show at the top dose activity change, negative = inhibition, most hits filed as inhibitors | hit rate 0.23% among 390,000 | AID 743255; further: potency means the concentration at half of the fitted maximal effect; on the % scale 0 is the no-effect control and ±100 the full control effect; nearly all actives have a fitted effect of over 60% in size; inactives centre near -12
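1 nM enzyme complex + cpd, 15 min RT; start with Ub-Rho 150nM final; kinetic fluorescence ex 480/em 540, 6 reads q60 s. Buffer 50mM HEPES pH 7.8, 0.5mM EDTA, 0.1 mg/ml BSA, 1mM TCEP, 0.01% Tween-20.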
GLS inh – inhibitors of human glutaminase (GLS); O94925; GLS enzymatic activity, qHTS titration; Potency, µM (series often up to 45.5 µM), inactives show at the top dose activity change, negative = inhibition, actives largely listed as inhibitors; hit rate 0.21% among 410,000; AID 624170; further: potency means the concentration at half of the fitted maximal effect; on the % scale 0 is the no-effect control and ±100 the full control effect
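Human kidney-isoform GLS in 45 mM KH2PO4 pH 8.2, 0.02% Tween-20, with compound, started with 1mM L-Glutamine (added stock). Glutamate oxidase/HRP/Amplex red coupled fluorescence read at start and after 30 min at RT.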
Pin1 inh – human Pin1 inhibition. Pin1 FP peptide displacement, HiFluor488, 10 min. Potency, µM (doses to about 115 µM), without a hit: at the highest dose activity, negative = inhibition, most hits filed as inhibitors. hit rate 0.009% among 390,000. AID 504891. Q13526; active means well fitted inhibition curve with a large enough effect in the polarisation, with a control signal flat, not every such curve was filed as active; inconclusive means small, poorly fitted or top-dose-only effect, or effect the other way, or a change in a side signal; inactive means no such curve, though single readings can be large or run the other way; the % refers to the polarisation; further: potency means the concentration at half of the fitted maximal effect; on the % scale 0 is the no-effect control and ±100 the full control effect
HP1b binding inh – HP1-beta chromodomain-methylated histone interaction inhibition. hit rate 0.56% among 390,000. Potency, µM (titrated, usually from 114 µM), without a hit: at the highest dose activity change, negative = inhibition, actives largely listed as inhibitors. AID 540317. P83916. AlphaScreen HP1-beta / biotin-H3K9me3 peptide binding; further: potency means the concentration at half of the fitted maximal effect; nearly all actives have a fitted effect of over 70% in size; inactives centre near 23
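HP1-beta protein (50 nM final) preincubated 30 min at room temperature with biotinylated H3(1-18)K9me3 peptide (50 nM) in PBS pH 7.4, 0.01% Tween-20, then compound added for 30 min. AlphaScreen streptavidin donor/nickel chelate acceptor beads (10 ug/mL final), 30 min dark, luminescence read.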
Tb PGK inh – T. brucei PGK inhibition; P07378; PGK/GAPDH coupled, Kinase-Glo luminescence, 60 min; Potency, µM (titrated, usually from 57.5 µM), inactives show at the highest dose activity change, negative = inhibition, most hits filed as inhibitors; hit rate 0.043% among 380,000; further: potency means the concentration at half of the fitted maximal effect; on the % scale 0 is the no-effect control and ±100 the full control effect; nearly all actives have a fitted effect of over 60% in size
Target sequence (P07378 whole entry, looked up): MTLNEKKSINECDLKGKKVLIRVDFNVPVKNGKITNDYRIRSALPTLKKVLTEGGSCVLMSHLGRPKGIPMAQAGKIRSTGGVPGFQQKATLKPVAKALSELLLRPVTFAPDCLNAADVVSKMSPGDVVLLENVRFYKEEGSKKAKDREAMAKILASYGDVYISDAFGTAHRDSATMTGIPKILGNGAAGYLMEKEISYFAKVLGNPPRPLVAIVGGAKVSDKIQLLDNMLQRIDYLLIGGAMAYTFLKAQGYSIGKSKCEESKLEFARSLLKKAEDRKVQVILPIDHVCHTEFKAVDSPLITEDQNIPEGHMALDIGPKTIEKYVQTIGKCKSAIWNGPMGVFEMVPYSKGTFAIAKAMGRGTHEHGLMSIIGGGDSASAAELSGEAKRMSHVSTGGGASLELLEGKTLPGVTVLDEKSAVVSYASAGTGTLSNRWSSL
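Luminescent ATP detection (Kinase-Glo Plus) follows a 60-minute room-temperature incubation, with wells lacking PGK as controls. Buffer: 100 mM TEA (pH 7.6), 5 mM MgCl2, 0.01% Tween-20. Coupling enzyme GAPDH (100 nM final) supplies unstable 1,3-BPG in-well.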
TrxR1 inh – rat TrxR1 inhibition; hit rate 1% among 390,000; Potency, µM (top dose mostly 114 µM), for inactives: at the highest dose activity change, negative = inhibition, usual class: inhibitors; AID 588453; recombinant rTrxR1, NADPH fluorescence consumption, selenite substrate; O89049; further: potency means the concentration at half of the fitted maximal effect; on the % scale 0 is the no-effect control and ±100 the full control effect; nearly all actives have a fitted effect of over 65% in size
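Rat TrxR1 (90 nM in the dispensed reagent) was pre-reduced with 400 uM NADPH for 5 min at room temperature, then incubated with compound for 15 min. After 400 uM selenite was added, NADPH fluorescence (Ex 340/Em 450 nm) was followed for 8 min.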
* marks the source's active call; other numbers are inactive results; i = inactive; ? = inconclusive; · = no result given; & = joins results of further samples; [ ] = dose if it differs, or a comment. Unless noted, the call rests on the fitted dose curve; in most records, active means well fitted curve in the direction sought with a large enough effect; inconclusive means small, poorly fitted or top-dose-only effect, or another doubt; inactive means no such curve, though single readings can be large; an effect the other way counts as inactive or inconclusive.

compound	PI4K2A inh	mIDH1 inhibitor	TrxR1 substrate	USP1 inh	GLS inh	Pin1 inh	HP1b binding inh	Tb PGK inh	TrxR1 inh
CC1CN(Cc2nnc(-c3ccccc3)o2)CC(C)O1 (centres undefined)	-4	2%	3%[57.1 µM]	-2%	6%	3%	16%	5%	3%[57.1 µM]
CCOc1ccc(C(=O)NCc2ccc3c(c2)OCO3)cc1OCC	-5	2%	1%	0%	11%	-4%	19%	-7%	27%
COC(=O)c1[nH]c2cc(OC)ccc2c1NC(=O)CCN1CCN(c2cccc(C)c2C)CC1	-6	-2%	-5%	0%	21%	-3%	2%	-7%	3%[57.1 µM]
CCNC(=O)N1CCN(CCCC(c2ccc(F)cc2)c2ccc(F)cc2)CC1	0&-4&1	-2%	?	-4%	10%&15%	0%	-5%	-7%	1%[57.1 µM]
CCN(CC)S(=O)(=O)c1cccc(C(=O)OCC(=O)Nc2ccc3c(c2)c2ccccc2n3CC)c1	2	-1%	-8%	-4%	10%	22%	14%	-9%	-8%
C=CCn1c(COc2ccc(F)cc2)nnc1SCC(=O)NC1CCS(=O)(=O)C1 (centres undefined)	-3	1%	2%	1%	6%	4%	22%	-5%	11%
COc1ccccc1NC(=O)NCCN1CCN(c2cccc(Cl)c2)CC1	-4&1	6%&-3%	7%&-5%	-16%&-13%	2%&3%	-8%&2%	18%&26%	-6%&0%	16%&15%
Cc1ccc([N+](=O)[O-])cc1N=C(c1cccc(Br)c1)N1CCOCC1	-2	8%	-1%	?	-1%	0%	0%	i	6%
CCN1CCN(C(=O)c2ccc3c(c2)N(Cc2cc(C)ccc2C)C(=O)c2ccccc2S3(=O)=O)CC1	-4	·	-1%	-5%	1%	-1%	12%	·	-2%
Cc1ccc(CCN2CC(C(=O)NCCN3CCCCCC3)CC2=O)cc1 (centres undefined)	-13	2%	0%	-2%	17%	0%	35%	2%	-24%
CCOC(=O)c1cccc(NC(=O)Nc2c(C)n(C)n(-c3ccccc3)c2=O)c1	0	17%	3%	-16%	90%[activator]	-1%	32%	-2%	1%
CC1=CC(C)(C)N2C(=O)C3(C(C#N)=C(N)Oc4cc(C)oc(=O)c43)c3cccc1c32 (centres undefined)	-1	1%	13%[57.1 µM]	-5%	8%	0%	-9%	i	21%[57.1 µM]
CC(C)c1ccc(C2CC(=O)N3CN(C4CCCCC4)CSC3=C2C#N)cc1 (centres undefined)	-16	-6%	-14%	?	-11%	·	?	-16%	?
c1ccc2sc(SN3CCOCC3)nc2c1	-8&1	2%	-6%	6%	2%&-6%	4%	?	-5%	?
O=C(O)CC1(CC(=O)NCc2csc(-c3cccs3)n2)CCCCC1	-2	-8%	9%	-4%	0%	-10%	29%	3%	19%
C[C@H](CO)N1C[C@H](C)[C@@H](CN(C)S(=O)(=O)c2ccccc2)Oc2c(cccc2N(C)C)C1=O	4	1%	0%	-33%	11%	-1%	47%[activator]	-5%	-3%
Cc1cc(C)n(-c2nnc(C)c(=O)[nH]2)n1	-4	1%	8%	-2%	-2%	-2%	20%	9%	15%
COc1cccc(NC(=O)c2cccc(OC)c2OC)c1	2	6%	-5%	-15%	9%	?	38%	3%	-2%
COc1ccc(CN2C(=O)c3cccnc3C2Nc2cc(Cl)ccc2OC)cc1 (centres undefined)	-7	-21%	-10%	2%	22%	-8%	-23%	-3%	2%
Cc1noc(/C=C/N(C)C)c1S(=O)(=O)N1CCCC(C(=O)Nc2cccc(F)c2)C1 (centres undefined)	-1	3%	1%	-5%	1%	-4%	42%[activator]	-7%	1%
C/C(=N\NC(=O)c1nnn(-c2nonc2N)c1-c1ccc2c(c1)OCO2)c1ccc(F)cc1	3	9%	11%	-18%	-1%	-3%	26%	-2%	21%
CCCCC(=O)NC1CC(=O)N(c2ccc3c(c2)OCCO3)C1 (centres undefined)	3	-2%	-8%[57.1 µM]	-7%	-14%	-11%	16%	1%	-5%[57.1 µM]
COc1cc(/C=C(\C#N)C(=O)Nc2ccc3c(c2)OCCO3)ccc1O	-17	14%	-4%	?	14%	54%[activator]	4%	-8%	-6%
CCOC(=O)N1CCN(c2c(N3CCN(c4cccc(C)c4C)CC3)c(=O)c2=O)CC1	-2	12%	10%	-25%	-7%	-1%	56%[activator]	-4%	26%
CC(C)Cn1c(=O)c2ccccc2n2c(CCC(=O)NCC3CCCO3)nnc12 (centres undefined)	-2	3%	13%	-19%	0%	-3%	33%	-1%	27%
CCN(Cc1ccccc1)C(=O)COC(=O)c1c(C)nsc1NC	5	-4%	1%	-11%	-2%	5%	25%	1%	5%
COc1ccc(Oc2nc(Oc3ccc(OC)cc3)nc(Oc3ccc(OC)cc3)n2)cc1	3	2%	3%	-4%	2%	1%	11%	-3%	20%
NC(=O)c1cc([N+](=O)[O-])ccc1NCc1cccnc1	14	7%	-7%	-11%	8%	2%	9%	-3%	11%[57.1 µM]
CCN(CC)C(=O)Cn1c(=O)n(-c2ccc(C)c(C)c2)c(=O)c2c3c(sc21)CCCCC3	3	-6%	-1%	?	5%	-3%	1%	2%	-4%
COc1cccc(N(C(=O)c2ccco2)C(C(=O)NC2CCCC2)c2ccc(N3CCOCC3)cc2)c1 (centres undefined)	0	-12%	2%	-5%	-1%	-2%	-17%	1%	1%
CCCn1c(=N)c(C(=O)NCc2ccccc2)cc2c(=O)n3cccc(C)c3nc21	-2	4%	71%[activator][57.1 µM]	1%	3%	-3%	60%[activator]	4%	35%[activator][57.1 µM]
COC1Cc2ccccc2N(C(=O)N2CCN(CCO)CC2)c2ccccc21 (centres undefined)	-1	6%	-7%[57.1 µM]	?	-3%	2%	7%	i	9%[57.1 µM]
O=C(COC(=O)c1ccc(Br)o1)NCC(=O)Nc1ccc(F)cc1	2	-9%	1%	-19%	-1%	2%	36%	3%	17%
COc1ccc(NC(=O)CC2SC(N)=NC2=O)c([N+](=O)[O-])c1 (centres undefined)	0	-13%	-5%	-3%	8%	3%	49%[activator]	-9%	3%

Of the compounds above, 8 have a halogen.
compound	PI4K2A inh	mIDH1 inhibitor	TrxR1 substrate	USP1 inh	GLS inh	Pin1 inh	HP1b binding inh	Tb PGK inh	TrxR1 inh
CCNC(=O)N1CCN(CCCC(c2ccc(F)cc2)c2ccc(F)cc2)CC1	0&-4&1	-2%	?	-4%	10%&15%	0%	-5%	-7%	1%[57.1 µM]
C=CCn1c(COc2ccc(F)cc2)nnc1SCC(=O)NC1CCS(=O)(=O)C1 (centres undefined)	-3	1%	2%	1%	6%	4%	22%	-5%	11%
COc1ccccc1NC(=O)NCCN1CCN(c2cccc(Cl)c2)CC1	-4&1	6%&-3%	7%&-5%	-16%&-13%	2%&3%	-8%&2%	18%&26%	-6%&0%	16%&15%
Cc1ccc([N+](=O)[O-])cc1N=C(c1cccc(Br)c1)N1CCOCC1	-2	8%	-1%	?	-1%	0%	0%	i	6%
COc1ccc(CN2C(=O)c3cccnc3C2Nc2cc(Cl)ccc2OC)cc1 (centres undefined)	-7	-21%	-10%	2%	22%	-8%	-23%	-3%	2%
Cc1noc(/C=C/N(C)C)c1S(=O)(=O)N1CCCC(C(=O)Nc2cccc(F)c2)C1 (centres undefined)	-1	3%	1%	-5%	1%	-4%	42%[activator]	-7%	1%
C/C(=N\NC(=O)c1nnn(-c2nonc2N)c1-c1ccc2c(c1)OCO2)c1ccc(F)cc1	3	9%	11%	-18%	-1%	-3%	26%	-2%	21%
O=C(COC(=O)c1ccc(Br)o1)NCC(=O)Nc1ccc(F)cc1	2	-9%	1%	-19%	-1%	2%	36%	3%	17%

Screening results from PubChem BioAssay.

Some of the compounds tested. The share of hits here may be higher or lower than overall.
